PriA SSB inh: blocks PriA binding to SSB C-terminal tail; hit rate 0.6% among 430,000; inhibition, % at 33 µM; AID 1272365; AlphaScreen SSBct-PriA binding, biotinylated peptide; in the data active = inhibition mostly above about 37%, no sharp cut-off; inactive = mostly below about 20%;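 also: plate controls were negative control peptide for no effect and reference peptide for full effect; strong numbers were not always called active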
BoNT-A LC inh2: BoNT A light chain protease inhibition | inhibition, % at 10 µM | multiplex microsphere protease substrate cleavage, flow cytometry | AID 588499 | hit rate 0.17% among 360,000; also: plate controls were buffer without enzyme for full effect and enzyme alone for no effect
SARS 3CLpro inh: SARS-CoV 3CLpro protease inhibition. P0C6X7. recombinant SARS-CoV 3CLpro, quenched FRET peptide cleavage. hit rate 0.14% among 290,000. inhibition, % at 6 µM; in the data active = inhibition above about 12%
MazEF act: activators of E. coli MazEF toxin-antitoxin RNase. P0AE70. FAM/BHQ RNA-DNA oligo cleavage fluorescence, 5 h. activation, % at 20 µM. hit rate 0.32% among 350,000. AID 504720; in the data active = activation above about 50%
Target sequence (P0AE70 whole entry, looked up): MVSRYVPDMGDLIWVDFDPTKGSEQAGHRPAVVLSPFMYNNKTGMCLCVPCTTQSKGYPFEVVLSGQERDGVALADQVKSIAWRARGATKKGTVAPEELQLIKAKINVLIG
DUSP3 inh: inhibitors of human VHR1 phosphatase (DUSP3) | P51452 | hit rate 0.52% among 290,000 | recombinant VHR phosphatase, pNPP absorbance | inhibition, % at 13.3 µM; in the data active = inhibition above about 50%; also: some compounds called inactive have numbers as strong as hits
Target sequence (P51452 whole entry, looked up): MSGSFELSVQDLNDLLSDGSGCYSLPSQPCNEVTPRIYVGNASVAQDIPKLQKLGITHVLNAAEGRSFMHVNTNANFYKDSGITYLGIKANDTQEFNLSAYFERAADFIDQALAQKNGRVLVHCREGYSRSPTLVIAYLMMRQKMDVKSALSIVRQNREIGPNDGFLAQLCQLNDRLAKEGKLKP
Anthrax LF prot: blocks Bacillus anthracis lethal factor protease; P15917; multiplex microsphere protease cleavage assay, LF; inhibition, % at 10 µM; hit rate 0.12% among 360,000; AID 588501; also: plate controls were buffer without enzyme for full effect and enzyme alone for no effect
CCHFV vOTU inh: blocks the CCHF virus ovarian tumor domain protease; CCHFV vOTU protease, Pep-AMC fluorescence; inhibition, % at 11.5 µM; hit rate 0.55% among 370,000; AID 651958; in the data active = inhibition above about 30%; also: 0% = vehicle wells with enzyme and 100% = no enzyme wells
Rv3671c protease: inhibitors of M. tuberculosis serine protease Rv3671c. P9WHR9. inhibition, % at 5.96 µM. hit rate 0.048% among 320,000. AID 2606; in the data active = inhibition above about 38%;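 also: extracellular domain of Rv3671c used as enzyme; 0% = enzyme with DMSO and 100% = no enzyme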
Target sequence (P9WHR9 whole entry, looked up, the tested form may be a part): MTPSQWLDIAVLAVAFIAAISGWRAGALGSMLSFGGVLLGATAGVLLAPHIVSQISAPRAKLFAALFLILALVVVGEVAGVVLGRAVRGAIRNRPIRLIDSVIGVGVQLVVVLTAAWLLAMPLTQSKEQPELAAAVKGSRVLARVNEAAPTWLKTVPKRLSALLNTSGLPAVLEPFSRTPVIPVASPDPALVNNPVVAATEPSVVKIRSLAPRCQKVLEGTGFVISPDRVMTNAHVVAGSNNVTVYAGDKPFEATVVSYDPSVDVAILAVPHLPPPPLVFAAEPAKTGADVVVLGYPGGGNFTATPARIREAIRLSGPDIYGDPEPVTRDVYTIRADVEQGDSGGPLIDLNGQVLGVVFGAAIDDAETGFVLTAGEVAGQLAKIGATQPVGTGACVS
PrPC TRFRET: cell surface PrPC inhibition, primary TR-FRET screen; AID 720596; hit rate 0.43% among 370,000; TR-FRET read-out; inhibition, % at 13.8 µM; P04156; in the data active = inhibition above about 24%; also: 0% = median of the test wells and 100% = reference compound wells
BoNT F protease: blocks Botulinum neurotoxin F light chain protease; inhibition, % at 10 µM; hit rate 0.22% among 360,000; Multiplex microsphere protease cleavage assay, flow cytometry; AID 588497; in the data active = inhibition above about 35%, passing the limit was not always enough; inconclusive = no clear call, values can overlap the other calls; also: plate controls were buffer without enzyme for full effect and enzyme alone for no effect
Starred values were filed as active, the others as inactive; ? = inconclusive; nt = no result given; & = joins results of further samples. Rule as the data show it, unless noted: active = inhibition above about 30%; inconclusive = no clear call, values can overlap the other calls; inactive = below that. This is a subset; rates above refer to the full screens.

SMILES	PriA SSB inh	BoNT-A LC inh2	SARS 3CLpro inh	MazEF act	DUSP3 inh	Anthrax LF prot	CCHFV vOTU inh	Rv3671c protease	PrPC TRFRET	BoNT F protease
CC(Sc1nc2ccccc2o1)C(=O)O (centres undefined)	-7	-1.7	5	-2	25	-1	-1	1	3	-2
CC(NC(=O)Cc1cccc2ccccc12)C(=O)N1CCC(=O)CC1 (centres undefined)	-4	-0.7	-5	12	16	2	-2	-15	3	0
O=c1[nH]c(SCc2cccc(F)c2)nc2ccccc12	-6	-0.4	-1	-4	10	-4	0	-4	12	-7
CC(NC(=O)C(C)N1C(=O)C2C3CC(C(Br)C3Br)C2C1=O)c1ccccc1 (centres undefined)	-2	1.6	4	15	-10	-3	-5	6	7	-2
COC(=O)C1CCN(C2CN(Cc3ccc(C)cc3)S(=O)(=O)C2)CC1 (centres undefined)	nt	-0.3	nt	nt	nt	-12	-8	nt	0	-15
Cc1ccc2[nH]c3c(=O)n(N)c(C)nc3c2c1	-5	-1.1	-3	4	10	-3	4	-30	7	2
COP(=O)(OC)C(Nc1ccccn1)c1ccccc1 (centres undefined)	-3	0.4	1	-1	-2	-3	-1	5	-1	1
O=S(=O)(Nc1cccc2ccccc12)c1ccccc1F	1	-0.2	-2	5	-16	4	17	0	6	7
CC(C)C[C@@H](CO)N1CCN(Cc2ccc(Br)cc2)CCC1=O	1	-0.8	-1	-3	21	0	0	-2	3	3
COc1ccccc1C(=O)NCCC(=O)Nc1ccc(S(=O)(=O)N2CCCC(C)C2)cc1 (centres undefined)	5	-0.3	nt	7	nt	2	-5	-7	5	4
COc1ccc(C(=O)Nc2ccc(CN3CCOCC3)cc2)cc1Br	-8	1.2	-2	-10	15	-6	-10	nt	0	27
O=Cc1cn(-c2ccccc2)nc1-c1cccnc1	-3	-0.1	9	16	30	2	12	13	1	-1
Cc1cc(C)c(OCC(=O)OCC(=O)N2CCc3ccccc3C2)c(C)c1	-6	4.7	nt	3	nt	0	-3	3	3	-5
CCOC(=O)C1=C(C)NC(=S)N(C(C)=O)C1c1ccc(Cl)cc1 (centres undefined)	4	-1.2	-2	-3	27	-3	13	-7	4	-12
O=C(CCC(NC(=O)OCc1ccccc1)C(=O)OCC(=O)N1CCCCC1)OCC(=O)N1CCCCC1 (centres undefined)	-8	2.9	3	-4	-19	-8	19	-2	6	6
COc1ccc(CN2CCCC(C(=O)c3ccc(Cl)cc3)C2)cc1Cn1cncn1 (centres undefined)	-14	-0.7	2	6	20	0	5	0	-8	-5
NS(=O)(=O)c1ccc(-c2ccc(C=NC3CCS(=O)(=O)C3)o2)cc1 (centres undefined)	-2	0.2	-5	6	6	1	0	0	-3	-7
Cc1cc(C)n2nc(SCc3ccccc3)nc2n1	-1	-1.0	-2	1	1	-5	0	-1	12	-1
O=C(Nc1ccccc1Cl)N1CCN(c2ccccn2)CC1	1	1.5	-3	5	13	-15	-2	4	1	-2
O=C(CCC(=O)N1CCN(c2ccc(F)cc2)CC1)c1ccc(F)cc1	1	nt	5	2	10	nt	-3	2	8	nt
CCc1nc(N=Nc2c(O)[nH]c3ccccc23)c2c3c(sc2n1)CCC3	0	-0.9	2	-8	-11	0	5	-7	3	0
CCOC(=O)C1CCN(C(=O)c2ccccc2)C(CC)C1=O (centres undefined)	-17	0.1	nt	7	nt	0	-18	nt	-2	-1
CCN(CC(=O)Nc1cc(Cl)ccc1C)C(=O)CSCc1ccc(C)cc1	-6	20	nt	-19	nt	1	4	-3	12	24
CC(C)(C)n1nnnc1C(c1cccc(C(F)(F)F)c1)N1CCC(O)CC1 (centres undefined)	-7	-0.2	0	10	31	-3	-14	6	-5	-6
Cc1cc(N2CCN(C(=O)c3cccs3)CC2)c(F)cc1[N+](=O)[O-]	10	-3.3	-8	-2	6	6	-6	-11	-4	?
CN1c2ccccc2C(C)(C)C12C=Nc1c(cc(N3CCOCC3)c3ccccc13)O2 (centres undefined)	-2	1.4	-4	-3	24	-5	102*	nt	-16	1
Cc1ccc(CNC(=O)CN(C2CCCCC2)S(C)(=O)=O)cc1	-13	0.8	0	5	13	-5	3	-2	-2	?
O=c1cc(O)c2sc(Nc3ccc(F)c(Cl)c3)nc2[nH]1	-12	-1.0	0	5	2	-4	12	11	-2	2
CC(C)c1ccc(N(CC(=O)NCC2CCCO2)C(=O)CCC(=O)Nc2nccs2)cc1 (centres undefined)	-7	0.0	0	5	-3	-9	7	-4	-8	-5
Cc1ccc2nc(SC(C(=O)Nc3ccc(F)cc3)c3ccccc3)[nH]c2c1 (centres undefined)	-14	0.2	0	19	13	-4	20	-34	22	-9
CC1=CC(C)(C(Cl)Cl)C(C)=CC1=O (centres undefined)	-1	0.7	2	1	-4	12	2	-1	4	-6
Cc1ccc([N+](=O)[O-])c(OCCCN2CCC(Cc3ccccc3)CC2)c1	-5	1.1	-3	15	nt	-11	-6	-3	-6	-20
CC(OC(=O)C1CC1)C(=O)Nc1cc(C(F)(F)F)ccc1Cl (centres undefined)	2	0.0	5	9	13	0	18	3	9	-4
CCC1=C(OC(=O)N(CC)CC)N2C(=O)OC(=NCC3CC3)[C@]2(Cc2ccccc2)[C@H]2C1=CC[C@H]1C(=O)N(CC(=O)OC)C(=O)[C@H]12	0	nt	nt	7	15	nt	5	-2	-1	nt
CCOC(=O)N1CCN(C(=O)C[C@@H]2C[C@@]3(C(=O)OCC)CCC=C3N(Cc3ccccc3)C2=O)CC1	nt	1.3	nt	nt	nt	7	-4	nt	2	2
COc1ccc2nc(Nc3nc(-c4cc5ccccc5oc4=O)cs3)sc2c1	-18&-9	5.3	7	-1	-6	2	15	15	-3	2
O=C(NNC(=S)NC1CCCCC1)c1cccs1	7	0.8	-3	7	4	-6	0	4	-1	5
COCCN(C(=S)Nc1ccc(OC)c(Cl)c1)C1CCN(C(C)C)CC1	0	0.2	5	6	41	-5	5	2	3	-2
Cc1oc2ccc(OCc3ccccc3F)cc2c1C(=O)O	-10	0.2	3	-10	9	-4	5	2	-2	2
CCNc1nc(C)nc2c1cnn2C	-10	-0.2	nt	6	nt	4	-19	nt	-2	-4

Structures above that contain two or more sulfur atoms:
SMILES	PriA SSB inh	BoNT-A LC inh2	SARS 3CLpro inh	MazEF act	DUSP3 inh	Anthrax LF prot	CCHFV vOTU inh	Rv3671c protease	PrPC TRFRET	BoNT F protease
NS(=O)(=O)c1ccc(-c2ccc(C=NC3CCS(=O)(=O)C3)o2)cc1 (centres undefined)	-2	0.2	-5	6	6	1	0	0	-3	-7
COc1ccc2nc(Nc3nc(-c4cc5ccccc5oc4=O)cs3)sc2c1	-18&-9	5.3	7	-1	-6	2	15	15	-3	2
O=C(NNC(=S)NC1CCCCC1)c1cccs1	7	0.8	-3	7	4	-6	0	4	-1	5

Next part
SMILES	PriA SSB inh	BoNT-A LC inh2	SARS 3CLpro inh	MazEF act	DUSP3 inh	Anthrax LF prot	CCHFV vOTU inh	Rv3671c protease	PrPC TRFRET	BoNT F protease
Cc1cccc(NC(=S)NC2CC3CCCC(C2)N3CC(C)C)c1C (centres undefined)	2	1.3	1	4	9	-3	3	-3	-7	6
CCOc1ccc(N2C(=O)CC(NCc3ccc(F)cc3)C2=O)cc1 (centres undefined)	-6	-0.4	4	2	-4	0	8	-1	-4	-8
COc1ccc(CCNC(=O)c2cc3cccc(OC)c3oc2=O)cc1OC	-6	-0.7	1	0	1	-13	-5	-7	0	-4
CCOCCC(=O)Nc1ncc(S(=O)(=O)c2ccc([N+](=O)[O-])cc2)s1	nt	-0.4	nt	3	nt	-8	0	nt	-8	1
O=C(Nc1ccccc1)c1sc2cc(C(F)(F)F)cnc2c1-c1cccs1	-20	1.5	4	-3	18	-1	5	3	-12	3
CC(C)CC1C(=O)N(Cc2cn(CCC3OCCCO3)nn2)CCS(=O)(=O)N1Cc1ccc(-c2ccccc2)cc1 (centres undefined)	nt	0.1	nt	-5	nt	1	9	nt	-2	3
CCOc1ccc2oc(C(=O)N(C)CC(=O)Nc3ccc(OCC)c(OCC)c3)c(C)c2c1	1	6.1	nt	5	nt	-10	10	1	7	6
CCCNC(=O)C1(C)CCN(Cc2cc(-c3ccccc3)on2)C1 (centres undefined)	nt	0.0	nt	nt	nt	-5	7	nt	-2	6
Cc1ccc2c(c1)c1ccc3c(c1n2C)C(=O)C=CC3=O	5	-2.9	-3	-2	16	-14	2	nt	-6	-74
CCOC(=O)/C(C#N)=C/Nc1ccccc1NS(=O)(=O)c1ccc(C)c(C)c1	1	-0.9	-1	0	10	2	8	6	6	-3
Fc1ccc2c(c1)C(c1ccncc1)=NNC(c1ccc(Br)cc1)=N2	-22	-0.3	5	1	2	0	-14	-2	-6	-5
O=C(O)CCCn1c(=O)c2cccn2c2ccc(F)cc21	3	2.2	1	3	32	4	-8	nt	0	-26
CSCCC(NC(=O)c1ccccc1)C(=O)N/N=C(\C)c1ccccc1 (centres undefined)	nt	-3.9	5	-3	34	-8	-6	4	3	-24
Cc1ccc(-n2cc3c(-c4cccc(Br)c4)nnc(C)c3n2)cc1	14	?	-1	-9	-2	?	19	-20	5	63*
O=C(c1cc2nc(-c3ccccc3)cc(C(F)(F)F)n2n1)N1CCN2CCCC2C1 (centres undefined)	7	-1.6	-5	8	16	-3	10	-4	-19	-1
COCCNC(=O)CSc1nc2ccccc2c2nc(C)nn12	-7	0.4	-6	1	17	4	6	-8	4	-5
CC(=O)Nc1ccc(N/C=C/C(=O)c2ccc(Br)cc2)cc1	-7	0.2	4	20	-4	12	nt	-4	nt	?
Cc1ccc(-c2ccc3nnc(SCC(=O)NCC4CCCO4)n3n2)cc1 (centres undefined)	-2	0.9	2	6	2	0	-14	9	-7	-5
O=C(NCc1cccnc1)c1ccc(COc2cccc3ccccc23)o1	-8	0.4	5	-6	20	-2	13	-18	-3	-8

By substructure, the entries above with a Cl atom (8)
SMILES	PriA SSB inh	BoNT-A LC inh2	SARS 3CLpro inh	MazEF act	DUSP3 inh	Anthrax LF prot	CCHFV vOTU inh	Rv3671c protease	PrPC TRFRET	BoNT F protease
CCOC(=O)C1=C(C)NC(=S)N(C(C)=O)C1c1ccc(Cl)cc1 (centres undefined)	4	-1.2	-2	-3	27	-3	13	-7	4	-12
COc1ccc(CN2CCCC(C(=O)c3ccc(Cl)cc3)C2)cc1Cn1cncn1 (centres undefined)	-14	-0.7	2	6	20	0	5	0	-8	-5
O=C(Nc1ccccc1Cl)N1CCN(c2ccccn2)CC1	1	1.5	-3	5	13	-15	-2	4	1	-2
CCN(CC(=O)Nc1cc(Cl)ccc1C)C(=O)CSCc1ccc(C)cc1	-6	20	nt	-19	nt	1	4	-3	12	24
O=c1cc(O)c2sc(Nc3ccc(F)c(Cl)c3)nc2[nH]1	-12	-1.0	0	5	2	-4	12	11	-2	2
CC1=CC(C)(C(Cl)Cl)C(C)=CC1=O (centres undefined)	-1	0.7	2	1	-4	12	2	-1	4	-6
CC(OC(=O)C1CC1)C(=O)Nc1cc(C(F)(F)F)ccc1Cl (centres undefined)	2	0.0	5	9	13	0	18	3	9	-4
COCCN(C(=S)Nc1ccc(OC)c(Cl)c1)C1CCN(C(C)C)CC1	0	0.2	5	6	41	-5	5	2	3	-2

Screening results as filed in PubChem.
